STAT3 blocker = inhibitors of IL-6 induced STAT3 signaling; U3A cells, IL-6 STAT3-luciferase reporter, luminescence; host cell line lacks STAT1; inhibition, % at 5.5 µM; 190,000 tested, 0.89% active; AID 862;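 active = inhibition above the mean inhibition across all screened compounds plus 3 SD, cut at about 44% in these data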;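 note: 0% = DMSO only wells and 100% = 100 µM nifuroxazide control wells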
STAT1 inh = inhibitors of IFN-gamma induced STAT1 signaling; inhibition, % at 5.5 µM; 200,000 tested, 0.35% active; NIH 3T3 STAT1-luciferase reporter, luminescence; AID 920;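 active = inhibition above a set limit, the mean inhibition across all tested compounds plus 3 SD, cut at about 34% in these data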;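 note: 0% = IFN-gamma with DMSO and 100% = IFN-gamma with 300 µM nifuroxazide; values of inactives mirror those of a sister screen read the other way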
APP 5'UTR act = APP 5'UTR luciferase reporter activation. SH-SY5Y APP 5'UTR luciferase reporter, luminescence; zero percent = DMSO vehicle wells. activation, % at 2 µM. 190,000 tested, 1% active. AID 1276;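 active = activation above a set limit, based on mean plus 3 SD of controls, cut at about 140% in these data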; note: values of inactives mirror those of a sister screen read the other way
STAT1 activator = activators of IFN-gamma induced STAT1 signaling | NIH 3T3 STAT1-luciferase reporter, luminescence; 100% = IFN-gamma alone, no compound | AID 932 | 200,000 tested, 2.6% active | activation (% of control), % at 5.5 µM;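 active = activation above the screen-wide mean activation plus 3 SD, cut at about 130% in these data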;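 note: raw ratio to IFN-gamma control signal so 100% means no change and 0% no light; values of inactives mirror those of a sister screen read the other way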
FLuc inhib CS = inhibits firefly luciferase, flagging false hits in luciferase inhibition screens. P08659. ATPLite firefly luciferase biochemical luminescence, 10 min. inhibition, % at 10 µM. 200,000 tested, 1.5% active;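 active = inhibition above about 50% when tested at 10 µM, limit read from the data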
Target sequence (P08659 whole entry, looked up): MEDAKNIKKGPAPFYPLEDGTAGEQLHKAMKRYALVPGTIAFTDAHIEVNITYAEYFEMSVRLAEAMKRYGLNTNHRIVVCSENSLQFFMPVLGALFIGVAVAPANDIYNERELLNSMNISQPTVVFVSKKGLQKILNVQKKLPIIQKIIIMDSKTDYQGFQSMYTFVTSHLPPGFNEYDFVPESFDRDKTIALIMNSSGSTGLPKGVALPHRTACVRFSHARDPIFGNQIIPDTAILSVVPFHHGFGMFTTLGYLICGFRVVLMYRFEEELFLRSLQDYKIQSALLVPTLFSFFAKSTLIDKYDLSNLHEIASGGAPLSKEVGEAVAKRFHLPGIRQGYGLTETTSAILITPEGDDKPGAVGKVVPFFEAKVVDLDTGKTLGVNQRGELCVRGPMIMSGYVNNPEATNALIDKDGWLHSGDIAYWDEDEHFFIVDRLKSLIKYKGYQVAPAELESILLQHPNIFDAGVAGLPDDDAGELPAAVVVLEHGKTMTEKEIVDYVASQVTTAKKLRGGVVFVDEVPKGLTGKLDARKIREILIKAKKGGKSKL
NF-kB expr up = NF-kB expression increase, human neuronal cells; NF-kB reporter expression; hits give high values; fold change at 12.5 µM; 190,000 tested, 1.6% active; AID 1239; in the data active = fold change above about 3.3
FLuc act counter = affects firefly luciferase, flagging false hits in luciferase stimulation screens. P08659. ATPlite luciferase biochemical, luminescence, 10 min; 0 = ATP-free wells, 1 = DMSO control. activation factor at 10 µM. 200,000 tested, under 10 active. AID 1027;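 active = luciferase activation factor, scaled between plate controls, of at least 2 with compound at 10 µM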
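Material: Luciferase/luciferin reagent mix | Doses: Test compounds dosed from 2 mM stocks in 100% DMSO | Timing: 10 min incubation after luciferase reagent addition, room temperature | Measured by: Luminescence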
APP 5UTR inh = APP translation inhibition | SH-SY5Y APP 5'UTR-luciferase reporter, luminescence | 190,000 tested, 0.82% active | inhibition, % at 2 µM;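 active = inhibition above a set limit, derived from the sample mean plus 3 SD, cut at about 45% in these data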; note: values of inactives mirror those of a sister screen read the other way
STAT3 activator = activators of IL-6 induced STAT3 signaling | U3A cells, IL-6 STAT3-luciferase reporter, luminescence; 100% = signal with IL-6 EC80 alone | activation (% of control), % at 5.6 µM | 190,000 tested, 0.91% active | AID 871;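 active = activation above the screen-wide mean of compound activation plus 3 SD, cut at about 130% in these data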;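 note: 0% = background luminescence of wells with medium and substrate only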
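Material: STAT3-luciferase reporter U3A cells. Controls: IL-6-treated wells, 100% activation. Read-out: % activation versus median of IL-6-stimulated wells. Probe or stimulus: IL-6 stimulus at 33 ng/mL final. Timing: compound 1 h, then IL-6 6 h at 37 °C. Signal: reporter luminescence signal.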
ROMK primary = modulates human ROMK potassium channel activity. P48048. 130,000 tested, 2% active. B-score at 10 µM. Tet-inducible ROMK, thallium flux fluorescence; actives lie on both sides;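 active = signal ratio slope over the read window, or its plate-corrected B-score, at least 3 SD from the plate mean, either direction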;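 note: B-score of the F/F0 ratio slope over 7 to 12 s after thallium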
Target sequence (P48048 whole entry, looked up): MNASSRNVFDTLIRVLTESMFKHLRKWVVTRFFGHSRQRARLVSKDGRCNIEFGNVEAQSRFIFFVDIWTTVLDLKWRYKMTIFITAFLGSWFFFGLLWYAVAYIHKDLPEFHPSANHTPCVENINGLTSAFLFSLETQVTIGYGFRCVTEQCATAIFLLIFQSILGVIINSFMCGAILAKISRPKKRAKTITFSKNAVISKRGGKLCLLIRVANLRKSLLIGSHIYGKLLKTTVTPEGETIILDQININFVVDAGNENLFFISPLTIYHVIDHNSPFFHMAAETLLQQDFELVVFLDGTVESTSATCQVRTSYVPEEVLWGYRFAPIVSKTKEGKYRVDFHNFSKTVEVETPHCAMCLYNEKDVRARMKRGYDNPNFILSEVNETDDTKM
* hit, by the source's call; . = no result given.

SMILES	STAT3 blocker	STAT1 inh	APP 5'UTR act	STAT1 activator	FLuc inhib CS	NF-kB expr up	FLuc act counter	APP 5UTR inh	STAT3 activator	ROMK primary
COc1ccc(-c2nc3c(-c4ccc(F)cc4)cnn3cc2C)cc1F	20	-5	1	102	-5	0.97	1.1	-1	87	-1.5
CC(=O)OC1c2ccccc2C(=O)N1Cc1ccccc1Cl (configuration not stated)	12	-2	0	102	-4	0.89	1	0	94	.
Cc1nc2ncnn2c(C)c1CCC(=O)Nc1ccc(S(=O)(=O)N2CCCCCC2)cc1	20	9	2	92	-1	0.97	1	-2	89	.
O=C(CSc1nnc(CNC(=O)c2c(F)cccc2Cl)o1)NCc1ccc2c(c1)OCO2	-3	1	-15	98	0	1.2	1	15	103	0.44
Cc1cc(C)c(C(=O)CN2C(=O)NC3(CCCCC3)C2=O)cc1C	-14	-29	3	123	-8	0.93	1.1	-3	116	-0.085
CC(O)CNCCNCc1cccs1 (configuration not stated)	9	-3	4	100	-2	0.94	1	-4	96	0.95
Cc1ccc(S(=O)(=O)N(CC(=O)N2CCN(c3ccc(F)cc3)CC2)C2CCCCC2)cc1	-4	-2	4	102	0	0.58	1	-4	107	.
O=C(c1cccnc1)N1CCN(c2ccc(Cl)cc2)CC1	13	3	-8	98	3	1.2	1	8	92	1
CCOC(=O)c1c(C)oc2ccc(OC(=O)c3cccs3)cc12	16	5	0	95	-9	1	1.1	0	89	-0.024
COC(=O)c1ccc(N2CCN(S(=O)(=O)c3ccccc3)CC2)c([N+](=O)[O-])c1	15	-1	.	101	-10	0.93	1.1	.	93	.
COc1ccc(C2=NOC(C(=O)Nc3c(C)n(C)n(-c4ccccc4)c3=O)C2)cc1OC (configuration not stated)	8	12	12	89	-7	0.86	1.1	-12	97	.
O=c1c2cc(-c3ccccc3)sc2ncn1-n1cccc1	16	-32	53	129*	0	1.9	1	-53	92	.
C=CCn1c(SCc2ccc(Cl)cc2)nc2c1c(=O)[nH]c(=O)n2C	3	-5	-3	105	-8	0.95	1.1	3	101	0.53
CC(=O)n1cc([C@H]2C=C(C(=O)NCc3ccccc3)O[C@@H](OCc3ccc(CO)cc3)C2)c2ccccc21	.	7	7	94	0	0.48	1	-7	.	.
O=C(Nc1ccc(C(F)(F)F)cc1)c1cc(-c2cccnc2)nc2ccc(Br)cc12	6	-2	17	102	-5	1.2	1.1	-16	99	0.2
CCOC(=O)N1CCC(NC(=O)CCc2cn(C)c3ccccc23)CC1	14	0	10	100	-8	1.2	1.1	-10	93	-0.37
Cc1cc(C(=O)CSc2nnc(Nc3ccccc3F)s2)c(C)n1CC1CCCO1 (configuration not stated)	0	3	3	97	2	0.8	1	-3	105	.
CC1=C(C(=O)OCc2ccccc2)C(c2ccc(N3CCOCC3)cc2)NC(=O)N1 (configuration not stated)	2	1	20	99	-5	1.2	1.1	-20	101	0.095
CN(C)c1ccc(CNn2cnnc2SCc2ccccc2F)cc1	-5	1	5	99	-2	1.5	1	-5	108	.
O=C(CC1SC(=O)N(Cc2cccc3ccccc23)C1=O)Nc1nccs1 (configuration not stated)	10	4	8	93	-7	0.72	1.1	-8	99	.
CCCN(CCC)C(=O)c1cc(-c2ccc3c(c2)OCO3)nc2ccccc12	-64	-2	0	102	2	0.85	1	0	154*	-1.2
C=CCNc1oc(-c2ccc(OCC)cc2)nc1C#N	25	-10	6	109	-2	1.4	1	-6	81	.
O=C(Oc1ccc2ccccc2c1Cl)N1CCCC1	-11	-48	143*	144*	16	5.1*	0.8	-143	114	.
CCc1ccc2oc(C(=O)Nc3ccc(S(N)(=O)=O)cc3)c(C)c2c1	25	1	-1	97	-2	1.4	1	1	84	-0.1
CC(C)CC1c2[nH]c3ccccc3c2CCN1CCCn1cccn1 (configuration not stated)	-31	8	2	91	-5	0.75	1.1	-2	133*	-0.65

Grouped by structure: those above containing an NH in an aromatic ring.
SMILES	STAT3 blocker	STAT1 inh	APP 5'UTR act	STAT1 activator	FLuc inhib CS	NF-kB expr up	FLuc act counter	APP 5UTR inh	STAT3 activator	ROMK primary
C=CCn1c(SCc2ccc(Cl)cc2)nc2c1c(=O)[nH]c(=O)n2C	3	-5	-3	105	-8	0.95	1.1	3	101	0.53
CC(C)CC1c2[nH]c3ccccc3c2CCN1CCCn1cccn1 (configuration not stated)	-31	8	2	91	-5	0.75	1.1	-2	133*	-0.65

Random excerpt: 3 records from the list, in no set order.
SMILES	STAT3 blocker	STAT1 inh	APP 5'UTR act	STAT1 activator	FLuc inhib CS	NF-kB expr up	FLuc act counter	APP 5UTR inh	STAT3 activator	ROMK primary
Cc1ccc(S(=O)(=O)N(CC(=O)N2CCN(c3ccc(F)cc3)CC2)C2CCCCC2)cc1	-4	-2	4	102	0	0.58	1	-4	107	.
O=C(Nc1ccc(C(F)(F)F)cc1)c1cc(-c2cccnc2)nc2ccc(Br)cc12	6	-2	17	102	-5	1.2	1.1	-16	99	0.2
O=c1c2cc(-c3ccccc3)sc2ncn1-n1cccc1	16	-32	53	129*	0	1.9	1	-53	92	.

Next part.
SMILES	STAT3 blocker	STAT1 inh	APP 5'UTR act	STAT1 activator	FLuc inhib CS	NF-kB expr up	FLuc act counter	APP 5UTR inh	STAT3 activator	ROMK primary
O=C(COc1cccc2ccccc12)NNC(=O)[C@@H]1CCCC[C@@H]1C(=O)O	8	-5	-21	104	1	1	1	21	100	.
Cc1cccc(-n2cnc(C(=O)O)c2)n1	-6	2	1	98	-5	1	1	-1	106	0.97
CC(C)(C)n1nnnc1SCC(=O)Nc1nn(-c2ccccc2)nc1C(N)=O	9	-22	-14	122	-6	1	1.1	14	96	0.98
Cc1cc(NS(=O)(=O)Cc2ccccc2)cc(C)c1OCC(=O)N1CCOCC1	3	-1	-11	102	-6	1.1	1.1	11	100	.
CC1CCCN(Cc2nc3c(c(=O)n(C)c(=O)n3C)n2CC(=O)c2ccccc2)C1 (configuration not stated)	-9	-6	28	106	-2	1.3	1	-28	107	.
O=C(Nc1c(C(=O)N2CCCC2)cnn1-c1ccccc1)c1cccc(F)c1	-13	-2	2	102	-4	1	1	-2	113	.
COc1ccc(-c2nc3ccc([N+](=O)[O-])cc3o2)cc1	16	-13	150*	111	6	2.8	0.9	-150	90	-0.19
CCOC(=O)CSc1nc(N)cc(=O)[nH]1	8	4	-4	97	-5	1.1	1	4	102	.
O=C(NCCc1ccc2c(c1)OCCO2)c1ccc([N+](=O)[O-])cc1Cl	8	8	-4	92	6	1.6	0.9	4	100	-0.33
CC1CCN(C(=S)NC(=O)C2CCCCC2)CC1	4	0	-3	100	-4	1.1	1	3	102	.
O=C(CN(C1CCCCC1)S(=O)(=O)c1ccc(Cl)cc1)NCCCO	5	4	-7	97	-6	0.9	1.1	7	101	.
Cc1ccc(CCNC(=O)C2CCCN(C(=O)N(C)C)C2)cc1 (configuration not stated)	-7	-2	5	102	-5	1.2	1.1	-5	103	-0.45
COc1cc2c(cc1OC)CC(=O)N(C)CC2	1	-2	-4	101	-6	1.4	1.1	4	101	0.0098
CN1CCN(C(=O)C2=C[C@@H](c3ccccc3)C[C@@H](OCCCCO)O2)CC1	.	2	15	100	3	0.99	1	-15	.	.
COc1cccc(/C=N/Nc2nn3cnnc3c3ccccc23)c1O	15	-11	-13	110	7	0.27	0.9	13	91	.
COc1cccc(SCC2CSc3nc4ccccc4c(=O)n32)c1 (configuration not stated)	14	7	7	93	-2	1.1	1	-7	95	0.17
Cc1cc(NS(=O)(=O)c2ccc(NC(=O)c3ccoc3C)cc2)nc(C)n1	-4	-9	7	109	-1	1.2	1	-7	105	0.38
CC1CCCCC1NCc1cccc([N+](=O)[O-])c1 (configuration not stated)	-1	-16	47	114	-2	1.1	1	-47	108	-1.2
Cc1ccc(OCCSc2nc3ncnc(N)c3[nH]2)cc1	14	4	2	94	0	1.2	1	-2	91	0.0014
CN(C)S(=O)(=O)c1cccc(C(=O)Nc2ccccc2)c1	4	-8	0	106	4	1.3	1	0	102	0.5
CN(C)C(=O)c1ccc(NC(=O)COc2ccc([N+](=O)[O-])cc2)cc1	2	1	31	99	-4	0.81	1	-31	100	0.66
COC(=O)c1ccc(C(=O)OC)c(NC(=O)CN2CCC(C)CC2)c1	8	0	-7	98	-7	1.4	1.1	7	95	0.32
COC(=O)CCSc1cc([N+](=O)[O-])cc2c1c(C1OCCO1)nn2-c1ccccc1	-3	-4	7	103	-4	1	1	-7	106	-0.041
C=CCNc1nc(Cl)nc(Nc2ccc([N+](=O)[O-])cc2)n1	3	-4	-1	103	-4	1.5	1	1	102	-0.12
Cc1onc(-c2c(F)cccc2Cl)c1C(=O)NC(=S)NC1CCSC1=O (configuration not stated)	-1	0	-8	100	-2	1.1	1	8	104	.

The list goes on:
SMILES	STAT3 blocker	STAT1 inh	APP 5'UTR act	STAT1 activator	FLuc inhib CS	NF-kB expr up	FLuc act counter	APP 5UTR inh	STAT3 activator	ROMK primary
COc1ccc(C(=O)N2CCC(c3ccccc3)CC2)c(OC)c1OC	11	8	-6	91	-6	1.1	1.1	6	92	-1.2
COc1ccc(OCC(=O)Nc2ccccc2OC(F)F)cc1	21	-10	3	109	3	1.2	1	-3	87	.
COc1ccc2c(c1)OC(O)(C(F)(F)C(F)F)CC2=O (configuration not stated)	10	-2	-9	102	-2	1.4	1	9	95	.
Cc1cc2ncn(S(=O)(=O)N(C)C)c2cc1C	0	-4	-1	104	-4	0.94	1	1	103	.
CC/C(O)=C1\C(=O)CC(C)(C)CC1=Nc1ccccc1C	8	0	4	100	-7	1.2	1.1	-4	97	-0.82
Nc1ccc(-n2nnnc2CN2CCOCC2)cc1	2	8	6	93	-3	1.3	1	-6	97	.
CCN(CC)c1ccc(C2CC(=O)NC3=C2C(=O)CC(C)(C)C3)cc1 (configuration not stated)	-6	7	-2	93	-6	1	1.1	2	108	-1.8
CCOc1ccc(NC(=S)N(CC)Cc2ccccc2)cc1	2	-10	9	108	-2	1.4	1	-9	102	1.1
COC(=O)CS(=O)(=O)c1cccc2cccnc12	11	-7	6	105	-3	1.2	1	-6	99	-1.2
O=C(/C=C/Nc1ccc(F)cc1)c1ccc(Oc2ncccn2)cc1	15	-12	12	111	14	1.3	0.9	-12	90	.
COc1ccc(NC(=O)c2ccccc2NS(=O)(=O)c2ccc(C)cc2)c([N+](=O)[O-])c1	13	4	-11	96	-8	0.96	1.1	11	90	-0.008
O=c1[nH]c(-c2cccnc2)nc2sc(-c3ccccc3)cc12	11	-19	-75	114	32	0.97	0.7	75*	93	-0.029
CCCCN1C(=O)NC(NC(C)=O)(C(F)(F)F)C1=O (configuration not stated)	-3	1	0	99	-2	0.96	1	0	106	.
O=C(CCCN1C(=O)/C(=C\c2cccs2)SC1=S)Nc1ccccn1	10	-4	-1	104	-7	.	1.1	1	97	-0.051
Cc1c(CN(C)C)c2c(n1Cc1ccccc1)C(=O)c1ccccc1-2	-3	-3	-20	103	-1	0.82	1	20	104	.
O=C(NCC1CCCO1)C(c1cccs1)N(C(=O)Cn1nnc(-c2cccs2)n1)C1CCCC1 (configuration not stated)	9	8	-4	93	-1	1.1	1	4	95	.
O=C(O)c1ccccc1-n1c(-c2ccccc2)cc2c1CCCC2=O	5	9	4	90	-2	0.91	1	-4	101	-0.53
CCN1CCN(CC(=O)c2ccc(OC)cc2)CC1	1	-7	12	104	-6	0.92	1.1	-12	100	-0.069
Cc1ccc2nc(N(CCCN(C)C)C(=O)c3sc4ccccc4c3Cl)sc2c1	19	-4	-4	104	6	0.91	0.9	4	86	.

Compounds as they come; 7.1% or so of the library scored in one or more.
